Source: PubChem
Rac1 GTP hydrolysis: MgcRacGAP GTPase-activating activity inhibitors, confirmation, biochemical, ADP Hunter fluorescence | MgcRacGAP-stimulated Rac1 GTP hydrolysis, ADP Hunter fluorescence; higher % means a stronger effect; GST-tagged Rac1 F28L mutant substrate | inhibition, % at 30 µM; hits with a dose series show IC50 in µM | hit rate 0.6% among 340,000;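 active = first-screen hits whose inhibition reached a set limit at any dose in the follow-up dose series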;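 also: fluorescence reports GDP produced by GAP-driven GTP hydrolysis; strong numbers were not always called active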
K1F lysis inhibition: protection from phage-mediated lysis, alamar blue read-out – E. coli UTI89, K1F phage, bacterial capsule biogenesis inhibitors (AID 488966); E. coli UTI89 K1F phage lysis, alamar blue, 2 h; higher % means a stronger effect; inhibition, % at 100 µM, or IC50 in µM where a hit was titrated; hit rate 0.02% among 340,000;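 active = phage lysis inhibition, versus mean bacterial control, above a set limit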;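 also: capsule biogenesis inhibitors block K1F phage lysis so surviving cells raise fluorescence; higher fluorescence means more inhibition of phage lysis; actives were called in the ten point dose series up to 300 µM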
NTR1 agonist: agonists of NTR1, primary screen, imaging, U2OS cells, beta-arrestin-GFP, high content (AID 493036); P30989; NTR1-U2OS beta-arrestin-GFP spot imaging, agonist mode; activation, % at 20 µM; hit rate 0.17% among 330,000;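 active = activation at or above 40% of the spot to cytoplasm intensity ratio, with at least 20 cells analyzed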;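 also: 0% = DMSO without peptide and 100% = 100 nM NTR1 peptide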
Target sequence (P30989 whole entry, looked up): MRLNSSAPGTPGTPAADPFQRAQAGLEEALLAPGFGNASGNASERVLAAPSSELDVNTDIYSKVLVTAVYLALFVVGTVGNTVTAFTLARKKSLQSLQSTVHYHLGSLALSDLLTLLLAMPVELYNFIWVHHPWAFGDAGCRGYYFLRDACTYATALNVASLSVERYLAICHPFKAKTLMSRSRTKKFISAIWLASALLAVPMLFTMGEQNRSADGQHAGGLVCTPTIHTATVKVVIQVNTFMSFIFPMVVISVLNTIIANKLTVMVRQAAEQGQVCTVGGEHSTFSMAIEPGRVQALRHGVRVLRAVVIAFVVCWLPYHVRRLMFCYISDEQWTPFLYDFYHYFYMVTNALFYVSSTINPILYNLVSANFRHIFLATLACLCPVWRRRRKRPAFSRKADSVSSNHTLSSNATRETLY
NTR1 agonist cell count 20 µM: recorded beside NTR1 agonist, whose call it bears; cell count; measured here: cell count, cytotoxicity flag
* hit, by the source's call; [ ] = remark or other dose. The list is partial, so the mix of outcomes need not match the whole.

Molecule | Rac1 GTP hydrolysis | K1F lysis inhibition | NTR1 agonist | NTR1 agonist cell count 20 µM
COC(=O)c1ccccc1N(C)S(=O)(=O)c1cc2c3c(c1)CCC(=O)N3CCC2 | 6% | 0.7%[50 µM] | 1.7 | 50
CNS(=O)(=O)c1ccc2c(c1)C(=O)c1cc(S(=O)(=O)NC)ccc1CC2 | 7% | 0.1% | 2.1 | 75
CC(OC(=O)c1ccc2c(=O)n3c(nc2c1)CCC3)C(=O)Nc1ccc(C(N)=O)cc1 (stereo not given) | 7% | 0.6%[50 µM] | 1.3 | 43
COC(=O)c1ccc(NC(=O)CCN2C(=O)NC(C)(C)C2=O)cc1 | 4% | 0.6%[50 µM] | 1.1 | 44
COc1cc(OC)cc(C(=O)NC(C(=O)NNC(=O)c2cc(Cl)ccc2OC)C(C)C)c1 (stereo not given) | 9% | 0.4%[50 µM] | -2.7 | 47
O=C(O)CCC(=O)Nc1ccc(-c2csc(Nc3cccc4ccccc34)n2)cc1 | 8% | -0.8%[50 µM] | 0.4 | 86
CCN(CC)S(=O)(=O)c1cc(NC(=O)C2CC(=O)N(Cc3ccccc3)C2)ccc1Cl (stereo not given) | 6% | -0.1%[50 µM] | 0.9 | 62
COc1ccc(C(=O)COC(=O)Cn2cnc3ccccc3c2=O)c(OC)c1 | 3% | 1.7%[50 µM] | 1.7 | 41
O=C(CSc1nnc2ccc(-c3cccnc3)nn12)Nc1ccccc1F | 6% | 0.8%[50 µM] | 0.2 | 72
CN(Cc1ccc(Cl)c(Cl)c1)C(=O)C1=CC=CN2CCS(=O)(=O)N=C12 | 4% | 0.1%[50 µM] | -1.1 | 90
O=C(c1ccccc1NS(=O)(=O)c1ccc(F)cc1F)N1CCCCC1 | 2% | -0.2% | 1.3 | 60
COc1cc(NC(C)CCCN)c2ncccc2c1 (stereo not given) | -2% | 4.6% | -1.7 | 48
CC(C)(C)OC(=O)C[C@@H]1C/C=C\C[C@H](CC(=O)NCCO)C(=O)NC[C@@H](c2ccccc2)OC1=O | 7% | 0.6% | 0.5 | 52
CN(Cc1nc2ccccc2c(=O)[nH]1)C(=O)c1cc(C2CC2)nn1-c1ccccc1 | 2% | 0.5%[50 µM] | 0.8 | 55
COc1ccc(CC(=O)NNC(=O)COc2ccc(Cl)cc2C)cc1S(=O)(=O)N1CCOCC1 | 4% | 0.8%[50 µM] | -1.7 | 66
CCc1nc2ccc(C(=O)N(C)CC(=O)Nc3ccccc3C(F)(F)F)cc2nc1CC | 1% | -0.3% | 6.1 | 54
Cc1ccc(NC(=O)CN2C(=O)C(=O)N(C3CCCC3)C2=O)cc1Cl | 3% | -0.2%[50 µM] | -2.3 | 61
CCn1c(C)cc(C(=O)CSc2nnnn2C2CCCC2)c1C | 5% | 0.7%[50 µM] | 2.0 | 55
CCN1C(=O)[C@@H]2[C@@H](c3ccc(-c4ccc5c(c4)OCO5)c(OC)c3)N3CCCC[C@@]3(C(=O)OC)[C@@H]2C1=O | 4% | 1.3% | -5.8 | 93
O=C(CN1C(=O)NC2(CCCCC2)C1=O)Nc1cccc(Cl)c1Cl | 6% | 0.6%[50 µM] | -1.9 | 84
C#CCNC(=O)C1=C[C@@H](c2ccc3c(c2)OCO3)C[C@@H](OCc2ccc(CO)cc2)O1 | -1% | -0.2% | 2.7 | 92
CCOC(=O)C1CCCN(C(=O)c2cc(S(=O)(=O)N3CCCCC3)ccc2Cl)C1 (stereo not given) | 2% | 0.6%[50 µM] | 3.1 | 45
C=CCC[C@@H](Cc1ccc(F)cc1)C(=O)OC[C@H]1CCCN1C(=O)[C@@H](CC=C)CC(=O)N[C@H](CO)Cc1ccccc1 | 11% | -1.9% | 11 | 42
CC(C)(C)OC(=O)C[C@@H]1C/C=C\C[C@H](CC(=O)NCCO)C(=O)N[C@@H](Cc2ccccc2)COC1=O | 7% | -1.6% | -2.5 | 55
CN(CC(=O)Nc1ccc(Cl)cc1)C(=O)c1ccc(S(=O)(=O)Nc2ccccc2)cc1 | 3% | -0.4%[50 µM] | 1.4 | 60
COCCN(C(=O)COC(=O)c1nc(Cl)ccc1Cl)c1c(N)n(Cc2ccccc2)c(=O)[nH]c1=O | 0% | 1.4%[50 µM] | -0.7 | 70
COc1ccc(NC(=O)N(C)C[C@H]2Oc3ccc(NC(=O)Cc4ccccc4)cc3CC(=O)N([C@H](C)CO)C[C@H]2C)cc1 | 5% | 0.5% | 0.8 | 61
N#Cc1c(NC(=O)CN2C(=O)c3ccccc3C2=O)oc(-c2ccccc2)c1-c1ccccc1 | 17% | -0.7% | -2.4 | 65
Cc1cc(C(=O)OCC(=O)NCCc2ccccc2)c2ccccc2n1 | 5% | 0.7%[50 µM] | -1.7 | 64
COc1ccc(S(=O)(=O)N2CCCCC2)cc1NC(=O)Cc1ccsc1 | 2% | 0.8%[50 µM] | -0.1 | 69

2 entries from above, set out differently.
molecule: CCOC(=O)C1CCCN(C(=O)c2cc(S(=O)(=O)N3CCCCC3)ccc2Cl)C1 (stereo not given)
  Rac1 GTP hydrolysis: 2%	K1F lysis inhibition: 0.6%[50 µM]	NTR1 agonist: 3.1	NTR1 agonist cell count 20 µM: 45

molecule: CC(OC(=O)c1ccc2c(=O)n3c(nc2c1)CCC3)C(=O)Nc1ccc(C(N)=O)cc1 (stereo not given)
  Rac1 GTP hydrolysis: 7%	K1F lysis inhibition: 0.6%[50 µM]	NTR1 agonist: 1.3	NTR1 agonist cell count 20 µM: 43

Next part
Molecule | Rac1 GTP hydrolysis | K1F lysis inhibition | NTR1 agonist | NTR1 agonist cell count 20 µM
O=C(Nc1cc2c3c(c1)CC(=O)N3CCC2)c1ccc(Br)cc1 | 4% | 0.3%[50 µM] | 0.7 | 44
CC(=O)N[C@H](Cc1c[nH]c2ccccc12)C(=O)O | 5% | 2.2% | 3.9 | 46
COCCN(C(=O)c1cc(-c2ccco2)nc2ccccc12)c1c(N)n(Cc2ccccc2)c(=O)[nH]c1=O | 5% | 0.3% | -1.5 | 58
C#CCNCCS(=O)(=O)N(Cc1ccc(Br)cc1)[C@@H](C)C(=O)O | 7% | 0.2% | -0.3 | 51
COC(=O)[C@]1(C)N[C@H](CN(C)S(=O)(=O)c2ccc(OC(F)(F)F)cc2)[C@@H]2C(=O)N(Cc3ccccc3)C(=O)[C@@H]21 | -4% | 0.0% | 2.2 | 43
Cc1ccc(C(=O)Nc2ccc3c(c2)OCCO3)cc1S(=O)(=O)N1CCOCC1 | 2% | -0.5% | -1.3 | 53
CCC1(c2ccccc2)NC(=O)N(CC(=O)Nc2ccc(S(=O)(=O)N3CC(C)CC(C)C3)cc2)C1=O (stereo not given) | 5% | -0.2%[50 µM] | 0.7 | 51
COc1ccc(C=O)cc1C1=CC(=O)C[C@H](c2ccc(Cl)cc2)C1 | 2% | -1.3% | -0.1 | 54
COc1cccc(/C=C/C(=O)OCC(=O)c2ccc(C)c(C)c2)c1OC | 4% | 0.1% | 0.6 | 73
O=C(c1cccc(S(=O)(=O)N2CCOCC2)c1)N1CCN(S(=O)(=O)c2cccc([N+](=O)[O-])c2)CC1 | 3% | 1.0%[50 µM] | -1.4 | 59
COc1ccccc1OCCC(=O)OCC(=O)NCc1ccc(F)cc1 | 2% | 1.2%[50 µM] | -1.1 | 63
O=C(COc1ccccc1F)NCCc1ccc2c(c1)OCCO2 | -1% | 1.0% | -1.4 | 63
CC(Oc1ccc(Br)cc1)C(=O)Nc1ccc(N2CCOCC2)cc1N1CCOCC1 (stereo not given) | 3% | 1.9%[50 µM] | 1.9 | 56
C[C@H](CO)N1C[C@H](C)[C@@H](CN(C)Cc2ccc(C(=O)O)cc2)Oc2c(NC(=O)Cc3ccccc3)cccc2C1=O | 9% | 1.4% | 4.3 | 51
CCCCNc1c(-c2cccc(-c3cc(C(C)=O)cs3)c2)nc2cc(C)ccn12 | 2% | 4.5% | 38 | 70
COC(=O)c1ccc(C(=O)OC)c(NC(=O)COC(=O)CCOc2ccc(C)cc2)c1 | 1% | -1.2% | 3.5 | 66
COc1cc(C(=O)OCC(=O)Nc2cc(S(=O)(=O)N3CCOCC3)ccc2C)ccc1OCC(C)C | 2% | 1.0%[50 µM] | 0.5 | 58
O=C1OCCN1C(=O)[C@H]1[C@H](c2ccc(F)cc2)C(c2ccccc2)=NN1c1ccc(Br)cc1 | 9% | 0.1% | 4.3 | 57
O=C(Cc1ccccc1[N+](=O)[O-])NNC(=O)c1ccncc1 | 4% | 0.5%[50 µM] | -2.5 | 68
COc1cccc(CC(=O)OCC(=O)N(C)CC(=O)Nc2ccccc2Cl)c1 | 4% | 0.3%[50 µM] | 2.5 | 63
CC12CCC(=O)N1C(C(=O)Nc1nc3ccccc3s1)CS2 (stereo not given) | 2% | 1.7% | 2.0 | 76
CCOC(=O)C1=C(COC(=O)c2ccccc2[N+](=O)[O-])NC(=O)NC1C (stereo not given) | 3% | 1.1%[50 µM] | -1.0 | 67
Cc1nnc(SCC(=O)Nc2cccnc2Cl)s1 | 3% | 1.6%[50 µM] | -0.9 | 46
O=C(COC(=O)c1c[nH]c2ccccc12)Nc1ccc(F)cc1 | 2% | 0.7%[50 µM] | 1.1 | 58
Cc1cc(OCC(=O)OCC(=O)Nc2cc(S(=O)(=O)N3CCOCC3)ccc2Cl)ccc1Cl | 3% | -2.3% | 1.6 | 61
COc1ccc(C(=O)O)cc1S(=O)(=O)N1CCN(Cc2ccc3c(c2)OCO3)CC1 | 9% | 0.6% | 0.5 | 61
CN1CCN(S(=O)(=O)c2cccc(C(=O)N3CCN(c4ccccc4F)CC3)c2)CC1 | 3% | 0.9%[50 µM] | -1.3 | 57
Cc1cccc(NC(=O)CN2CCN(C(=O)c3cncn3-c3ccc(F)cc3)CC2)c1C | 3% | 0.1% | 2.2 | 63
CCCC(C(=O)OCCN(CC)CC)(c1ccccc1)c1ccccc1 | -5% | 7.4% | 12 | 63
CCN(CC(=O)Nc1c(F)cccc1F)C(=O)c1ccc(N2CCOCC2)c([N+](=O)[O-])c1 | 9% | -1.8% | -1.1 | 63
CC(C(=O)OCC(=O)N1CCN(c2ccccc2)CC1)N1C(=O)c2ccccc2C1=O (stereo not given) | -1% | 0.0%[50 µM] | 1.5 | 59
COc1cccc(NC(=O)CN(C)C(=O)Cn2c(=O)oc3ccccc32)c1 | 0% | 1.0%[50 µM] | -0.7 | 83
CC(=O)C[C@H](O)CC(=O)[C@@H]1OC(=O)CCCCCc2ccccc21 | 5% | 0.1% | 2.8 | 59
CCCc1cc(=O)[nH]c(SCC(=O)Nc2oc(C)c3c(C)n[nH]c(=O)c23)n1 | 8% | 1.8%[50 µM] | 1.7 | 72
COc1ccc(S(=O)(=O)N2CCC(C(=O)Nc3cc(Cl)ccc3N3CCOCC3)CC2)cc1OC | 4% | -0.3%[50 µM] | -0.1 | 55
O=C1Nc2ccc(S(=O)(=O)NCc3ccco3)c3cccc1c23 | 11% | 6.9% | 0.2 | 38
O=C(O)CCC(=NNC(=O)c1cccc(S(=O)(=O)N2CCCCC2)c1)c1ccccc1 | 1% | 0.7%[50 µM] | -0.8 | 75
CCN(C(=O)CCCCC(=O)N(CC)c1ccccc1)c1ccccc1 | 3% | -0.3% | 0.3 | 35
CC(C(=O)Nc1ccccc1F)N1CCN(S(=O)(=O)c2ccc(C(F)(F)F)cc2)CC1 (stereo not given) | 7% | 1.2%[50 µM] | 3.5 | 45
CCCCN(C(=O)c1cc2c(s1)CCCCC2)c1c(N)n(CCC)c(=O)[nH]c1=O | 7% | 0.5%[50 µM] | 3.4 | 100
CCN(C(=O)CSc1ccc2ccccc2n1)C1CCCCC1 | 3% | -0.8% | 5.5 | 65
COc1ccccc1C(=O)OCc1c(-c2ccccc2)ncc2ccccc12 | -3% | 0.0% | 2.4 | 61
CCOC(=O)[C@H]1[C@H]2COc3cc(OC)ccc3[C@@H]2N2C(=O)c3cc(OC)ccc3NC(=O)[C@@]12C | 4% | 2.1% | -0.9 | 71
NNc1nc(-c2ccccc2)nc(-c2ccccc2)c1Br | 8% | -0.6% | 1.6 | 35
O=C(c1ccc(OCc2cn3ccccc3n2)cc1)N1CCN(S(=O)(=O)c2ccccc2F)CC1 | 6% | 1.8%[50 µM] | 1.4 | 63
O=C(CNC(=O)c1nn(Cc2ccccc2)c(=O)c2ccccc12)Nc1ccc(F)c(F)c1F | 7% | 2.2% | 11 | 62
CC1CC1C(=O)N1CCN(S(=O)(=O)c2cccc(F)c2)CC1 (stereo not given) | 4% | 0.5%[50 µM] | 0.7 | 54

Some entries already given, showing only NTR1 agonist, NTR1 agonist cell count 20 µM and Rac1 GTP hydrolysis:
Molecule | NTR1 agonist | NTR1 agonist cell count 20 µM | Rac1 GTP hydrolysis
CCn1c(C)cc(C(=O)CSc2nnnn2C2CCCC2)c1C | 2.0 | 55 | 5%
COCCN(C(=O)c1cc(-c2ccco2)nc2ccccc12)c1c(N)n(Cc2ccccc2)c(=O)[nH]c1=O | -1.5 | 58 | 5%
O=C(c1ccccc1NS(=O)(=O)c1ccc(F)cc1F)N1CCCCC1 | 1.3 | 60 | 2%
O=C1Nc2ccc(S(=O)(=O)NCc3ccco3)c3cccc1c23 | 0.2 | 38 | 11%
O=C(Cc1ccccc1[N+](=O)[O-])NNC(=O)c1ccncc1 | -2.5 | 68 | 4%
